Pol iota inh – inhibitors of human DNA polymerase iota | Q9UNA4 | Pol iota fluorescent replication assay, 10 min | Potency, µM (top dose mostly 115 µM), inactives show at the highest dose activity, negative = inhibition, usual class: inhibitors | hit rate 1% among 390,000 | AID 588590; also: potency is read from the fitted curve at half-maximal effect
Target sequence (Q9UNA4 whole entry, looked up): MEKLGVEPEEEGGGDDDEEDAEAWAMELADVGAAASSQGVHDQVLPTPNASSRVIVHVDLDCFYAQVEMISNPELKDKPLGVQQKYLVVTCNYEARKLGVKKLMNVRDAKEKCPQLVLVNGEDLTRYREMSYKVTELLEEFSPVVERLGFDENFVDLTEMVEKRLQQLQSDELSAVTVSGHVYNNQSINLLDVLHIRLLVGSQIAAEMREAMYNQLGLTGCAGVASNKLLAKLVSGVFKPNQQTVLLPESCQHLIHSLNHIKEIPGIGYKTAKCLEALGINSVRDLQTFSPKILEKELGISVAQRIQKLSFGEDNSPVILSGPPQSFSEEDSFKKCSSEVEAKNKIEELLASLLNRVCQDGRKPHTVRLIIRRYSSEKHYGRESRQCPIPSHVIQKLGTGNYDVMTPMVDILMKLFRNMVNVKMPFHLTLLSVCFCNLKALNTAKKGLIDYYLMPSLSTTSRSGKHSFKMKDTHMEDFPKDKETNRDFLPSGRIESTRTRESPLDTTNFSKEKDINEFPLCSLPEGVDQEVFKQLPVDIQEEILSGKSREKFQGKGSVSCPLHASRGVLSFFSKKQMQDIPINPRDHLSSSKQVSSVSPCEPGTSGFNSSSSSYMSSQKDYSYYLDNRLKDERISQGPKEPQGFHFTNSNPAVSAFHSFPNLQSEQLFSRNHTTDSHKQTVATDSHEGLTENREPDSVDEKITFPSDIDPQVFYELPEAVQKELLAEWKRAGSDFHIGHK
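Pol iota at 10 nM preincubated 15 min with compounds at room temperature; reaction started with fluorescent substrate, 50 nM final. Fluorescence read kinetically at 0 and 10 min; buffer-only wells as negative control.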
RXFP1 antag – RXFP1 (human) relaxin receptor antagonism; Q9HBX9; HEK293-RXFP1, relaxin-stimulated cAMP HTRF, 30 min; active compounds read low; activity change, negative = inhibition, % at 57.5 µM; hit rate 0.59% among 350,000;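 active = activity change of -60% or lower, but not beyond a set lower limit; inconclusive = change between -60% and -40%, or beyond the set limit; inactive = change above -40%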; also: % is scaled to controls: 0 for no effect and ±100 for the full control effect
APEX1 inh – inhibitors of human APE1 endonuclease. recombinant APE1, TAMRA/BHQ-2 abasic DNA cleavage fluorescence. Potency, µM (highest dose often 65.8 µM), for inactives: at the highest dose activity change, negative = inhibition, actives largely listed as inhibitors. hit rate 0.35% among 350,000. AID 2517;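 also: potency is read from the fitted curve at half-maximal effect; plate controls were vehicle for no effect and reference inhibitor for full effect; nearly all actives have a fitted effect of over 55% in size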
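Endonuclease cleavage of a quenched abasic-site DNA duplex (50 nM) by APE1 (0.75 nM) was tracked by TAMRA dequenching. Compounds were preincubated with enzyme 15 min at room temperature; data normalized to buffer-only and DMSO wells plus NSC13755 control.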
Tb PGK inh – T. brucei PGK inhibition. PGK/GAPDH coupled, Kinase-Glo luminescence, 60 min. Potency, µM (highest dose often 57.5 µM), without a hit: at the top dose activity change, negative = inhibition, hits mostly inhibitors. hit rate 0.043% among 380,000; also: potency is read from the fitted curve at half-maximal effect; % is scaled to controls: 0 for no effect and ±100 for the full control effect; nearly all actives have a fitted effect of over 60% in size
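Luminescent ATP detection (Kinase-Glo Plus) follows a 60-minute room-temperature incubation, with wells lacking PGK as controls. Buffer: 100 mM TEA (pH 7.6), 5 mM MgCl2, 0.01% Tween-20. Coupling enzyme GAPDH (100 nM final) supplies unstable 1,3-BPG in-well.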
POLH inh – blocks human DNA polymerase eta activity; recombinant Pol eta, fluorescent DNA replication assay; Potency, µM (titrated, usually from 114 µM), for the others: top-dose activity change, negative = inhibition, most hits filed as inhibitors; hit rate 1.2% among 390,000; AID 588591; also: potency is read from the fitted curve at half-maximal effect; % is scaled to controls: 0 for no effect and ±100 for the full control effect
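Fluorescent replication assay: 50 nM final substrate added after a 15 min room-temperature compound preincubation with 10 nM enzyme. Signal taken at 0 min and again at 10 min.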
Apoferritin bind – binds horse apoferritin like a general anesthetic; P02791; Potency, µM (highest dose often 77.5 µM), without a hit: at the top dose activity change, negative = displacement, usual class: inhibitors; AID 485281; apoferritin/1-aminoanthracene competitive binding, fluorescence; hit rate 0.074% among 350,000; also: potency is read from the fitted curve at half-maximal effect; % is scaled to controls: 0 for no effect and ±100 for the full control effect; nearly all actives have a fitted effect of over 20% in size
Target sequence (P02791 2-175 limits assumed): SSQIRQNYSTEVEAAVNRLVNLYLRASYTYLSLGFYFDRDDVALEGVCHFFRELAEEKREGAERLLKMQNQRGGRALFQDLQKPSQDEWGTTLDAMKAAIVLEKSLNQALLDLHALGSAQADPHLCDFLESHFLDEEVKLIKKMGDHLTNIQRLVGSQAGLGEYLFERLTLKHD
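Read-out: endpoint 1-AMA fluorescence, excitation 380 nm and emission 535 nm, after compounds sit 10 min at room temperature with 10 uM horse-spleen apoferritin in 50% saturated 1-AMA/PBS. Values come from four-parameter Hill fits.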
Pol beta inh – blocks human DNA polymerase beta activity | P06746 | Pol beta primer extension/strand displacement, fluorescence kinetic | Potency, µM (highest dose often 114 µM), for the others: at the top dose activity change, negative = inhibition, usual class: inhibitors | hit rate 1.3% among 340,000; also: potency is read from the fitted curve at half-maximal effect; % is scaled to controls: 0 for no effect and ±100 for the full control effect
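Kinetic readout of DNA synthesis with strand displacement by Pol beta. Compound and 10 nM enzyme sit 15 min at room temperature; 50 nM substrate starts the reaction, read immediately and at 10 min.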
BLM inh – inhibitors of human Bloom syndrome helicase BLM | recombinant BLM DNA unwinding, fluorescence dequenching | P54132 | Potency, µM (highest dose often 56.1 µM), without a hit: at the highest dose activity change, negative = inhibition, actives largely listed as inhibitors | AID 2528 | hit rate 0.2% among 350,000;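 also: potency is read from the fitted curve at half-maximal effect; plate controls were vehicle for no effect and no enzyme for full effect; nearly all actives have a fitted effect of over 35% in size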
POLK inh – blocks human DNA polymerase kappa activity; hit rate 0.53% among 400,000; purified Pol kappa, fluorescent DNA synthesis assay, 10 min; Q9UBT6; Potency, µM (doses to about 107 µM), without a hit: top-dose activity, negative = inhibition, hits mostly inhibitors; also: potency is read from the fitted curve at half-maximal effect; % is scaled to controls: 0 for no effect and ±100 for the full control effect
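50 nM final substrate added after 15 min RT preincubation of 10 nM Pol kappa with compound; fluorescence read at 0 and 10 min.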
An asterisk follows results filed as active; i = inactive; ? = inconclusive; / = not tested or not shown; [ ] = dose if it differs, or a comment. Unless noted, calls follow the shape of the dose curve; as a rule, active = well fitted curve in the direction sought with a large enough effect; inconclusive = small, poorly fitted or top-dose-only effect, or another doubt; inactive = no such curve, though single readings can be large; an effect the other way counts as inactive or inconclusive. Not all compounds are listed, so the mix of outcomes need not match the whole.

no. | canonical_smiles | Pol iota inh | RXFP1 antag | APEX1 inh | Tb PGK inh | POLH inh
1 | CCCC(=O)OCC(=O)Nc1ccc(OC(F)F)cc1 | 2% | 0 | 2% | -6% | 2%
2 | COCCOc1ccc(C(F)(F)F)cc1NC(=O)COC(=O)c1c(C)noc1C | 2% | -6 | -1% | -5% | -15%
3 | COc1ccc(/C=C/C(=O)O)cc1S(=O)(=O)N1CCC(Cc2ccccc2)CC1 | ? | 6 | 6% | -4% | ?
4 | COc1ccc(CN(Cc2ccco2)C(=O)c2ccccc2F)cc1 | 14% | -13 | / | i | -17%
5 | CCn1nc(C)c([N+](=O)[O-])c1C(=O)NNC(=O)c1ccccc1Cl | 39%[activator] | -9 | 3% | -4% | -8%
6 | COc1ccc(CCNC(=O)c2cnc3ccccc3n2)cc1 | 20% | -14 | 69% | 4% | 7%
7 | O=C(Cn1ncc2c([nH]c3ccccc32)c1=O)N1CCN(c2ccc(F)cc2)CC1 | 44%[activator] | -10 | 90%[activator] | 4% | -15%
8 | CCN(c1ccc(OC)cc1)S(=O)(=O)c1nnc(NC(=O)COc2ccccc2)s1 | -20% | -28 | 45% | -3% | -18%
9 | COc1ccc(C(=O)c2ccccc2)c(OCC(=O)NC2CC2)c1 | 11% | -3 | 13% | 0% | -16%
10 | COc1ccc(C2C(=O)N(CCc3ccccc3)CC(=O)N2C2CCCC2)cc1 (stereo not given) | -1%[58.9 µM] | 6 | -2% | 1% | -16%
11 | CC(C)Oc1ccccc1C1Nc2ccccc2C(=O)N1c1ccc2c(c1)OCCO2 (stereo not given) | -8% | 5 | -3% | 0% | -9%
12 | Nn1c(SCC(=O)NC2CCS(=O)(=O)C2)nnc1-c1ccco1 (stereo not given) | 31%[activator] | 1 | 13% | -3% | -17%

no. | Apoferritin bind | Pol beta inh | BLM inh | POLK inh
1 | -9% | 1% | 0% | -15%
2 | -18% | 22% | -1% | -7%
3 | 4% | ? | -8% | -18%
4 | 4% | 7% | -3% | -7%
5 | -10% | 39%[activator] | -3% | -6%
6 | 0% | 3% | -1% | -12%
7 | 6% | -1% | -2% | -16%
8 | -8% | ? | -8% | -30%
9 | -10% | 29% | 1% | 16%
10 | -16% | 20% | -3% | -11%
11 | 30%[activator] | 2% | -10% | -15%
12 | / | / | / | 5%

Other results follow:
no. | canonical_smiles | Pol iota inh | RXFP1 antag | APEX1 inh | Tb PGK inh | POLH inh
13 | O=C(NCc1ccccc1Cl)NC(=O)c1csc([N+](=O)[O-])c1 | 119%[activator] | -11 | 1% | 6% | -14%
14 | CCCC(C(=O)NCC1CCCO1)N(Cc1ccco1)C(=O)CNS(=O)(=O)c1ccc(F)cc1 (stereo not given) | 12% | 3 | -1% | 7% | -14%
15 | Cc1nc(Cl)sc1C(=O)Nc1ccccc1 | 248%[activator] | -5 | -4% | -7% | -3%
16 | Cc1nc2ccc([N+](=O)[O-])cc2[nH]1 | 52%[activator] | 21 | ? | i | -16%
17 | COc1ccc(CN2C(=O)CCC(C(=O)O)C2c2ccccc2)cc1 (stereo not given) | 12% | -31 | 1% | 3% | 0%
18 | CCOCCc1nn2c(=O)cc(CSCC(=O)Nc3cc(C)cc(C)c3)nc2s1 | 12% | -19 | -17% | 1% | -10%
19 | COc1cccc(Cn2c(NCc3cccnc3)nc3c2c(=O)n(C)c(=O)n3C)c1 | 6% | 5 | 20% | -8% | -8%
20 | O=C(Cn1c(C(=O)N2CCN(C3CCCCC3)CC2)cc2sccc21)c1ccccc1 | 16% | -8 | 0% | 14% | -24%
21 | COc1ccc(/C=N\NC(=O)CCN2CCN(c3ccccc3)CC2)cc1OC | -10% | 4 | 2% | -10% | 3%
22 | O=C(OCCN1CCN(c2ncc(C(F)(F)F)cc2Cl)CC1)c1ccc(F)cc1 | 19% | -11 | 0% | 1% | -18%
23 | COc1ccc2c(C)c(C(=O)NCC(C)O)oc2c1OC (stereo not given) | 24% | 0 | -1% | i | -10%
24 | Cc1noc(C)c1S(=O)(=O)N1CCC(Cc2ccccc2)CC1 | 0% | -23 | -11% | 4% | -9%

no. | Apoferritin bind | Pol beta inh | BLM inh | POLK inh
13 | 2% | 13% | 1% | 5%
14 | -8% | 0% | 1% | -11%
15 | 3% | 43% | -7% | -3%
16 | -2% | 26% | -5% | -9%
17 | 4% | 4% | 1% | -8%
18 | 5% | 11% | -2% | -20%
19 | -5% | 1% | -1% | -4%
20 | ? | 9% | -5% | -4%
21 | -3% | 0% | -1% | -7%
22 | -1% | -2% | -6% | 0%
23 | -6% | -3% | 2% | -4%
24 | -7% | 28% | -7% | -5%

(list continues)
no. | canonical_smiles | Pol iota inh | RXFP1 antag | APEX1 inh | Tb PGK inh | POLH inh
25 | CCCN(C(=O)c1cc(S(=O)(=O)N(C)c2ccccc2OC)ccc1C)C1CCS(=O)(=O)C1 (stereo not given) | -14% | -4 | / | -5% | 6%
26 | O=C(CC(NCCc1ccccc1)C(=O)O)Nc1ccc(O)cc1 (stereo not given) | / | / | -8% | / | /
27 | COc1cccc(NC(=O)CN(c2cccc(OC)c2)S(C)(=O)=O)c1 | 10% | -13 | 3% | i | -22%
28 | C=CCn1c(SCC(=O)NC2CCS(=O)(=O)C2)nnc1-c1ccncc1 (stereo not given) | 146%[activator] | -13 | -4% | 5% | -17%
29 | Cc1cc(OCC(=O)Nc2sc3c(c2C#N)CC(C)(C)NC3(C)C)c(C(C)C)cc1Cl | 29% | 8 | 69%[activator] | 1% | ?
30 | COc1ccc(C(=O)NC(=S)NCc2ccco2)cc1 | ? | -3 | 16% | -5% | -8%
31 | CC(=O)N1CCc2cc(Br)cc(S(=O)(=O)CCC(=O)N3CCN(c4ccc(F)cc4)CC3)c21 | -1% | / | / | ? | -10%
32 | O=C(Nc1ccon1)c1cnc2sccn2c1=O | 62%[activator] | -7 | -6% | -5% | 14%
33 | Cc1nn2c(=O)cc(COC(=O)c3cccs3)nc2s1 | -2% | / | / | -7% | -17%
34 | Nn1c(SCC(=O)NC2CCS(=O)(=O)C2)nc2scc(-c3ccccc3)c2c1=O (stereo not given) | -14% | 0 | 24% | -3% | 3%
35 | CCOc1ccc(NS(=O)(=O)c2ccc(C(=O)N(C)Cc3cccc(OC)c3OC)cc2)cc1 | -10% | -19 | 16% | -1% | -9%
36 | CN(CCOc1ccc(Cl)cc1)C(=O)CNS(=O)(=O)c1ccc(N(C)C)c([N+](=O)[O-])c1 | 0% | -25 | 23% | i | -19%

no. | Apoferritin bind | Pol beta inh | BLM inh | POLK inh
25 | / | / | / | -4%
26 | -6% | 0% | 2% | /
27 | -9% | -3% | -3% | -1%
28 | -2% | 2% | -1% | -1%
29 | -14% | -1% | 0% | 5%
30 | -5% | -16% | -12% | -7%
31 | -8% | 3% | -4% | 0%
32 | -12% | 5% | 2% | -26%
33 | -8% | 5% | 1% | 0%
34 | / | / | / | -9%
35 | -5% | 6% | -8% | -5%
36 | / | / | / | -8%

Other records
no. | canonical_smiles | Pol iota inh | RXFP1 antag | APEX1 inh | Tb PGK inh | POLH inh
37 | Cc1cc(C)c(NC(=O)c2cc(C(=O)O)ccc2C(=O)O)c([N+](=O)[O-])c1 | 47%[activator] | -4 | 7% | i | -11%
38 | CC1SCCN1S(=O)(=O)c1ccc2ccccc2c1 (stereo not given) | -12% | -13 | 3% | -8% | ?
39 | O=C(CCCN1C(=O)C(c2ccccc2)Oc2cccnc21)NCc1ccc(F)cc1 (stereo not given) | 27% | -16 | 58%[activator] | -7% | 8%
40 | Brc1ccc2c(c1)C(c1cccnc1)=NNC(c1cccs1)=N2 | -7% | -13 | -7% | i | ?
41 | COc1cc(/C=N/NC(=O)c2ccc3ccccc3c2)ccc1Oc1ccc([N+](=O)[O-])cn1 | 34%[activator] | 1 | 3% | 0% | 2%
42 | COc1ccc(CC(=O)Oc2ccc(C)cc2Br)cc1S(=O)(=O)N1CCOCC1 | 79%[activator] | 9 | 17% | 0% | -20%
43 | CC(C)n1c(=O)c2oc3ccccc3c2n(CC(=O)Nc2ccccc2Cl)c1=O | -1% | -26 | / | -5% | 6%

no. | Apoferritin bind | Pol beta inh | BLM inh | POLK inh
37 | -7% | -22% | -1% | -9%
38 | ? | -7% | -3% | 4%
39 | -6% | 50% | -4% | 7%
40 | -20% | -20% | -2% | -2%
41 | -9% | 0% | -4% | 13%
42 | / | / | / | -3%
43 | ? | -12% | 2% | -4%

One compound at a time (already shown).
Results for CC1SCCN1S(=O)(=O)c1ccc2ccccc2c1 (stereo not given) = Pol iota inh = -12%; RXFP1 antag = -13; APEX1 inh = 3%; Tb PGK inh = -8%; POLH inh = ?; Apoferritin bind = ?; Pol beta inh = -7%; BLM inh = -3%; POLK inh = 4%
Results for Brc1ccc2c(c1)C(c1cccnc1)=NNC(c1cccs1)=N2 = Pol iota inh = -7%; RXFP1 antag = -13; APEX1 inh = -7%; Tb PGK inh = i; POLH inh = ?; Apoferritin bind = -20%; Pol beta inh = -20%; BLM inh = -2%; POLK inh = -2%

In a second layout: results already given
39: O=C(CCCN1C(=O)C(c2ccccc2)Oc2cccnc21)NCc1ccc(F)cc1 (stereo not given)
  Pol iota inh: 27%
  RXFP1 antag: -16
  APEX1 inh: 58%[activator]
  Tb PGK inh: -7%
  POLH inh: 8%
  Apoferritin bind: -6%
  Pol beta inh: 50%
  BLM inh: -4%
  POLK inh: 7%

40: Brc1ccc2c(c1)C(c1cccnc1)=NNC(c1cccs1)=N2
  Pol iota inh: -7%
  RXFP1 antag: -13
  APEX1 inh: -7%
  Tb PGK inh: i
  POLH inh: ?
  Apoferritin bind: -20%
  Pol beta inh: -20%
  BLM inh: -2%
  POLK inh: -2%

41: COc1cc(/C=N/NC(=O)c2ccc3ccccc3c2)ccc1Oc1ccc([N+](=O)[O-])cn1
  Pol iota inh: 34%[activator]
  RXFP1 antag: 1
  APEX1 inh: 3%
  Tb PGK inh: 0%
  POLH inh: 2%
  Apoferritin bind: -9%
  Pol beta inh: 0%
  BLM inh: -4%
  POLK inh: 13%

Assay outcomes: PubChem, National Center for Advancing Translational Sciences (NCATS)
